Source: PubChem BioAssay (several laboratories)
MCL1-BIM inh – inhibitors of MCL1 binding to BIM-BH3, primary screen, biochemical, fluorescence polarization; inhibition, % at 10.9 µM; Induced myeloid leukemia cell differentiation protein Mcl-1 (Homo sapiens), Q07820; hit rate 0.68% among 320,000; GST-MCL1 / FITC-Bim-BH3 fluorescence polarization;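 active means inhibition above the mean inhibition of all tested compounds plus 3 SD, set per campaign, cut at about 40% in these data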;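 further: 0% = DMSO wells and 100% = unlabeled Bim-BH3 peptide control; higher means more loss of mP so more displacement of Bim peptide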
Target sequence (Q07820 whole entry, looked up): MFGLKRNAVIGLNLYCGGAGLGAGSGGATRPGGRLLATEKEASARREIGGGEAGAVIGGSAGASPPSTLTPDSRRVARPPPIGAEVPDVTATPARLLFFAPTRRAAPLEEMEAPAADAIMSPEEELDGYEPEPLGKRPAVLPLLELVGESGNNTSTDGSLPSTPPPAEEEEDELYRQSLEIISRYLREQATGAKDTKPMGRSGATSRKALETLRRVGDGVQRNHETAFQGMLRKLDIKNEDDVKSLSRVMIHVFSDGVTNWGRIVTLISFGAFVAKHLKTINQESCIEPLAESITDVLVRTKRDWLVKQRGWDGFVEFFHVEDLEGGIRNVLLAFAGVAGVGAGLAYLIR
GLD-1 TGE inh – GLD-1/TGE RNA complex disruptors, primary screen, biochemical, fluorescence polarization; inhibition, % at 5.96 µM; Female germline-specific tumor suppressor gld-1 (Caenorhabditis elegans), Q17339; hit rate 0.44% among 320,000; purified GLD-1 + fluorescein TGE RNA;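 active means percent inhibition above a per-plate cutoff, the plate mean of test compounds plus 3 SD, cut at about 30% in these data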;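 further: 0% = DMSO wells with GLD-1 and probe and 100% = wells lacking GLD-1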
BCLXL inh – inhibitors of human Bcl-xL, primary screen, biochemical, fluorescence polarization, HTS; hit rate 0.7% among 320,000; GST-Bcl-xL / FITC-Bim BH3 peptide fluorescence polarization; inhibition, % at 10.9 µM; AID 2129, 2009;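 active means inhibition above the mean of all tested compounds plus 3 SD, cutoff set per campaign, cut at about 30% in these data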;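 further: 0% = DMSO wells and 100% = unlabeled Bim-BH3 peptide competitor; inhibitors lower millipolarization by displacing the labeled peptide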
Fam108B counter – mouse Fam108B serine hydrolase inhibitors, primary screen, counter-screen for RBBP9 inhibitor project, biochemical, fluorescence polarization | inhibition, % at 9.51 µM | recombinant Fam108B, FP-Rh probe fluorescence polarization | AID 1947, 2009 | hit rate 0.33% among 300,000;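 active means inhibition above the screen mean inhibition plus 3 SD, computed separately per campaign, cut at about 18% in these data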;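 further: inhibitors lower polarization as less probe binds the enzyme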
PME-1 primary – PME-1 inhibitors via competitive probe labeling, primary screen, biochemical, fluorescence polarization, FP-Rh probe, HTS. AID 2130, 2009. inhibition, % at 5.9 µM. Protein phosphatase methylesterase 1 (Homo sapiens), Q9Y570. hit rate 0.53% among 320,000. recombinant PME-1;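 active means inhibition above the campaign mean of all compounds plus 3 SD, cut at about 26% in these data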;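 further: competitive labeling of PME-1 active site by serine hydrolase directed probe; 0% = PME-1 with DMSO and 100% = wells lacking PME-1 enzyme; inhibitors block probe labeling so polarization falls and inhibition rises; many of its hits are not listed in these tables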
AHR act – AHR activators, primary screen, cell-based, luminescence, luciferase reporter, human. AHR-responsive luciferase reporter cells. activation, % at 5 µM. Aryl hydrocarbon receptor (Homo sapiens), P35869. hit rate 2.5% among 320,000; in the data active means activation above about 47%;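 further: 0% = vehicle wells and 100% = reference agonist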
pPAFAH FP inh – pPAFAH enzyme inhibitors, primary screen, biochemical, fluorescence polarization, human; hit rate 1.5% among 330,000; recombinant pPAFAH, FP-rhodamine probe fluorescence polarization; inhibition, % at 3.39 µM; Platelet-activating factor acetylhydrolase (Homo sapiens), Q13093;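 active means inhibition above the mean inhibition across the screen plus 3 SD, cut at about 25% in these data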;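 further: inhibitors block binding of the rhodamine activity-based probe so polarization drops; 0% = enzyme with DMSO and 100% = wells lacking pPAFAH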
Target sequence (Q13093 whole entry, looked up): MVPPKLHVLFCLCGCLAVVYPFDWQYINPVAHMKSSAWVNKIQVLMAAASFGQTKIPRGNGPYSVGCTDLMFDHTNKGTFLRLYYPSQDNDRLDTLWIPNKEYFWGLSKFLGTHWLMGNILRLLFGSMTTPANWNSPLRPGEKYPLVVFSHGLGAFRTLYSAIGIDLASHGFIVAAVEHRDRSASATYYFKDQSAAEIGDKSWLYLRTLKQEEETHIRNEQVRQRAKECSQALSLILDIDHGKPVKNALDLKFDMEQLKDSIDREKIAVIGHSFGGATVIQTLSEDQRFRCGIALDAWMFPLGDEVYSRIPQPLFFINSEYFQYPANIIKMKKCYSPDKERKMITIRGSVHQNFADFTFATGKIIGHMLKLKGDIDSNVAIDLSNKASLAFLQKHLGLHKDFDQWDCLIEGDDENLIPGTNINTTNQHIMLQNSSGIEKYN
MEX-5 binding – MEX-5 zinc finger RNA-binding disruptors – biochemical, C. elegans, fluorescence polarization, MLPCN library, primary screen | Zinc finger protein mex-5 (Caenorhabditis elegans), Q9XUB2 | MEX-5/FITC-TCR2 RNA binding; hits give low values | activity score (negative = inhibition of binding), % at 10 µM | hit rate 0.38% among 300,000;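 active means inhibition past about -25% in most replicates, and total fluorescence under double the plate's negative control median, limit read from the data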;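 further: 0% = DMSO and -100% = 5 µM competing unlabeled TCR2 RNA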
PAFAH1B2 FP inh – PAFAH1B2 enzyme inhibitors, primary screen, biochemical, fluorescence polarization, human. Platelet-activating factor acetylhydrolase IB subunit alpha2 (Homo sapiens), P68402. recombinant PAFAH1B2, FP-rhodamine activity probe. inhibition, % at 3.39 µM. hit rate 1.2% among 340,000. AID 492953, 2010;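 active means inhibition above the mean of all tested compounds plus 3 SD, cut at about 24% in these data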;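 further: 0% = enzyme with DMSO and 100% = wells lacking PAFAH1B2; many of its hits are not listed in these tables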
Target sequence (P68402 whole entry, looked up): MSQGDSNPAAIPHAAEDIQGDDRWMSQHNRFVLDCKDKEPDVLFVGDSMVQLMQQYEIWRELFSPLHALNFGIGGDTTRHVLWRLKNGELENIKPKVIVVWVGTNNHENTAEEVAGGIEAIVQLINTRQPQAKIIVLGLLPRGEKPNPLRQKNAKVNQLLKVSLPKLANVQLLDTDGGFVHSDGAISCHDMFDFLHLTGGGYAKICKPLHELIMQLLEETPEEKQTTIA
* marks the source's active call; other numbers are inactive results; · = no result given.

entry | SMILES | MCL1-BIM inh | MEX-5 binding | pPAFAH FP inh | GLD-1 TGE inh | Fam108B counter | AHR act | BCLXL inh | PAFAH1B2 FP inh | PME-1 primary
1 | O=C(O)c1cc(C2CC2)nn1-c1ccccc1 | 10 | 1.8 | -4 | -3 | -2 | 2 | 4 | 9 | -1
2 | COc1ccc(CC(=O)Nc2ccccc2C(=O)NCCc2ccccc2)cc1 | 0 | -0.1 | -1 | -16 | 0 | 11 | 0 | 18 | 2
3 | CCCC(c1nnnn1CCOC)N(Cc1cc2cc(C)c(C)cc2[nH]c1=O)CC1CCCO1 (stereo unspecified) | 9 | -1.0 | 9 | 3 | 3 | 9 | 13 | -1 | -4
4 | Cc1ccc(N(CC2CO2)S(=O)(=O)c2ccc([N+](=O)[O-])cc2)cc1 (stereo unspecified) | -2 | 1.3 | 1 | 8 | 3 | -4 | 5 | 5 | 5
5 | CCCCOc1ccc(Nc2cc(Cl)ccc2C(=O)O)cn1 | 36 | -6.8 | 57* | 17 | -12 | 2 | 37* | 6 | -13
6 | C=CCNC(=O)N1CCC(n2nccc2NC(=O)CCCc2ccccc2)CC1 | 2 | 2.5 | -7 | -2 | -3 | 4 | 2 | 3 | -8
7 | CC(C)[C@@H](N)C(=O)N/N=C/c1ccc2nccnc2c1 | 7 | -2.0 | -2 | 2 | -4 | 5 | 4 | -1 | -2
8 | O=C1C=C(O)c2cccc3cccc1c23 | 86* | 0.1 | 4 | 36* | -2 | 10 | 71* | 4 | 0
9 | Cc1ccc(N=Nc2c(C)[nH]n(-c3ccccc3)c2=O)c(C)c1 | 3 | 1.8 | -4 | -4 | 1 | 9 | 3 | 5 | -3
10 | CCC1(C(=O)c2ccccc2)C(c2cccc([N+](=O)[O-])c2)C1(C(=O)OC)C(=O)OC (stereo unspecified) | -2 | -1.4 | 2 | 2 | 2 | -5 | 1 | 6 | -1

Following part.
entry | SMILES | MCL1-BIM inh | MEX-5 binding | pPAFAH FP inh | GLD-1 TGE inh | Fam108B counter | AHR act | BCLXL inh | PAFAH1B2 FP inh | PME-1 primary
11 | O=c1c2cc3c(cc2[nH]c(=S)n1C1CCN(Cc2ccccc2)CC1)OCO3 | 4 | -1.0 | 0 | 2 | -3 | 6 | 4 | 5 | 1
12 | CNC(=S)N1CCc2cc(OC)c(OC)cc2C1COc1ccc(F)cc1 (stereo unspecified) | -3 | -2.3 | -8 | 5 | -2 | 5 | -2 | 2 | 7
13 | Cc1nnsc1C(=O)N1CCN(c2cc(C(F)(F)F)ccn2)CC1 | -4 | -0.6 | -1 | -3 | 10 | 7 | -1 | 5 | 2
14 | COc1ccc(OC)c(C(=O)N2CCC(n3nccc3NC(=O)CC(C)C)CC2)c1 | 2 | · | -3 | -6 | -3 | 4 | -7 | 4 | 0
15 | O=C(NCC1CCCO1)c1onc(CSc2ccccc2F)c1C(=O)O (stereo unspecified) | 0 | -1.5 | 4 | 8 | 0 | -1 | 6 | 4 | 3
16 | C=CCN(Cc1nc(-c2cc(OC)c3c(c2)OCO3)oc1C)C1CCS(=O)(=O)C1 (stereo unspecified) | 15 | -0.3 | 30* | 3 | -4 | 3 | 4 | 0 | 1
17 | O=C(NCCOc1nc(N2CCCCC2)nc(N2CCOCC2)n1)Nc1ccccc1 | 2 | -1.8 | 17 | -3 | -1 | 0 | 4 | 1 | 1
18 | CCCCCc1nc2c(c(=O)c3ccccc3n2C)c(=O)n1Cc1ccc(OC)cc1 | 7 | -2.4 | 9 | 4 | -3 | -1 | 3 | -1 | -7
19 | COc1cc(C(=O)Nc2ccc([N+](=O)[O-])cn2)cc(OC)c1OC | -3 | 0.6 | 1 | -5 | 6 | 8 | 10 | 2 | 7
20 | CCOc1ccc(C(=O)NCC2OCCc3ccccc32)cc1 (stereo unspecified) | 3 | -0.7 | 2 | 1 | 0 | -3 | 1 | 2 | -3

Continuation:
entry | SMILES | MCL1-BIM inh | MEX-5 binding | pPAFAH FP inh | GLD-1 TGE inh | Fam108B counter | AHR act | BCLXL inh | PAFAH1B2 FP inh | PME-1 primary
21 | COc1cccc(N2CCN(S(=O)(=O)c3ccc(-c4coc(C)n4)cc3)CC2)c1 | 6 | 2.5 | 6 | 4 | 3 | 2 | 6 | 1 | -1
22 | CCN(Cc1ccncc1)C(=O)c1ccco1 | 1 | -0.4 | -5 | 6 | -1 | -1 | 3 | 3 | 3
23 | Cc1cccc(N2C(=O)/C(=C/c3ccccn3)SC2=S)c1 | -5 | -0.5 | 8 | -3 | -2 | -3 | 0 | · | 2
24 | Cc1cc(C)nc(SCC(=O)Nc2ncc3c(n2)CC(C)(C)CC3=O)n1 | -1 | -2.3 | 5 | 6 | 5 | -1 | -2 | 1 | -1
25 | Cn1c(=O)oc2cc(S(=O)(=O)NCc3ccncc3)ccc21 | -10 | 1.1 | 1 | -9 | 3 | 6 | -2 | 1 | 0
26 | COCCNC(=O)C/C(C)=N/NC(=O)C(=O)NC1CCCCC1 | -1 | 0.5 | 1 | 2 | 1 | -2 | -4 | 4 | -3
27 | CCOc1cc(/C=C/C(=O)O)ccc1OCCOc1ccc(F)cc1 | -3 | 2.5 | 0 | 0 | -5 | -1 | -1 | 9 | 1
28 | CC(=O)c1cnn(-c2ccccc2)c1C | 5 | -2.7 | 1 | 2 | 0 | 0 | 0 | 4 | -8
29 | COc1ccc(C(=O)Nc2ccccc2C(=O)NCc2ccco2)cc1 | 3 | -1.3 | -3 | 1 | 1 | 5 | 3 | 1 | -5
30 | C=C1CCN([C@@H](C)C(=O)OCc2ccc(C)cc2)S(=O)(=O)c2ccccc21 | -6 | -1.3 | 1 | -3 | 7 | 3 | -1 | 6 | 2

5 structures out of the list, arranged by formula weight, high to low.
entry | SMILES | MCL1-BIM inh | MEX-5 binding | pPAFAH FP inh | GLD-1 TGE inh | Fam108B counter | AHR act | BCLXL inh | PAFAH1B2 FP inh | PME-1 primary
21 | COc1cccc(N2CCN(S(=O)(=O)c3ccc(-c4coc(C)n4)cc3)CC2)c1 | 6 | 2.5 | 6 | 4 | 3 | 2 | 6 | 1 | -1
27 | CCOc1cc(/C=C/C(=O)O)ccc1OCCOc1ccc(F)cc1 | -3 | 2.5 | 0 | 0 | -5 | -1 | -1 | 9 | 1
26 | COCCNC(=O)C/C(C)=N/NC(=O)C(=O)NC1CCCCC1 | -1 | 0.5 | 1 | 2 | 1 | -2 | -4 | 4 | -3
23 | Cc1cccc(N2C(=O)/C(=C/c3ccccn3)SC2=S)c1 | -5 | -0.5 | 8 | -3 | -2 | -3 | 0 | · | 2
22 | CCN(Cc1ccncc1)C(=O)c1ccco1 | 1 | -0.4 | -5 | 6 | -1 | -1 | 3 | 3 | 3

(listing goes on)
entry | SMILES | MCL1-BIM inh | MEX-5 binding | pPAFAH FP inh | GLD-1 TGE inh | Fam108B counter | AHR act | BCLXL inh | PAFAH1B2 FP inh | PME-1 primary
31 | COC(=O)C1C/C(=N\NS(=O)(=O)c2ccc(C)cc2)c2ccsc2C1 (stereo unspecified) | 0 | -1.2 | 7 | 4 | -2 | 4 | 3 | 10 | 5
32 | CCOCC(=O)Nc1cccc(SC)c1 | 0 | 3.2 | 0 | -7 | 2 | 2 | 2 | 0 | 2
33 | CCOc1ccc(NC(=O)c2c(NC(=O)CNCCN3CCOCC3)sc3c2CCC3)cc1 | 3 | 0.1 | 4 | 4 | -1 | 21 | 0 | 1 | 0
34 | CCOc1ccc(C(=O)Nc2ccc(N3CCN(S(C)(=O)=O)CC3)cc2)cc1[N+](=O)[O-] | 5 | 2.0 | 4 | 5 | -2 | 1 | 5 | 7 | -2
35 | O=C(c1ccncc1)N1CCN(C(=O)c2ccco2)CC1 | 1 | -0.1 | 5 | 4 | 0 | 2 | 3 | 4 | -1
36 | COc1ccc(CNC(=O)CN2CCN(c3cccc(C)c3C)CC2)cc1 | 3 | -1.4 | 0 | 7 | -3 | -1 | 5 | -1 | 0
37 | CC(C)n1cnc2cc(NC(=O)c3ccco3)ccc21 | -8 | 0.8 | 1 | 2 | 0 | 14 | -5 | 6 | -2
38 | O=C(NCCN1CCCCC1)Nc1ccc([N+](=O)[O-])cc1 | -1 | 2.4 | 3 | 6 | 1 | 0 | -4 | 1 | -3
39 | CCC[N+](CC#Cc1ccccc1)(CCC)CC(=O)c1ccc(Cl)cc1 | 11 | 2.0 | 1 | -2 | 7 | 3 | 1 | 0 | -6
40 | O=S(=O)(c1ccc(Br)s1)N1CCN(c2ccnc3cc(Cl)ccc23)CC1 | 1 | 1.6 | 1 | 8 | -7 | 1 | 3 | · | -5

Next part.
entry | SMILES | MCL1-BIM inh | MEX-5 binding | pPAFAH FP inh | GLD-1 TGE inh | Fam108B counter | AHR act | BCLXL inh | PAFAH1B2 FP inh | PME-1 primary
41 | CC(C)COC(=O)c1ccc(N2C(=O)c3ccccc3C2=O)cc1 | 1 | -1.0 | 7 | -6 | -1 | -1 | 6 | 0 | 0
42 | Cc1ccc(-n2c(N)c(C(N)=O)sc2=S)c(C)c1 | 14 | · | 13 | 6 | -3 | -1 | 10 | 2 | -6
43 | O=C(CN1C(=O)NC2(CCCC2)C1=O)NCc1ccc(Cl)cc1 | · | · | 3 | 3 | · | -1 | · | 5 | ·
44 | CCNC(=S)N(CCc1c(C)[nH]c2ccc(C)cc12)Cc1ccco1 | 8 | 3.3 | 14 | 5 | 3 | 59* | 7 | -3 | 3
45 | CN(C(=O)CCS(=O)(=O)c1ccc2c(c1)oc(=O)n2C)C1CCCCC1 | 9 | -5.6 | 0 | 0 | 0 | 1 | 6 | 5 | 7
46 | O=C(CN1CCN(C(=O)c2ccccc2)CC1)NC(=O)NCCC1=CCCCC1 | · | · | 0 | 3 | · | 0 | · | 1 | ·
47 | O=C(NCN1CCN(CCO)CC1)c1cnccn1 | -2 | 0.4 | -6 | 13 | 2 | 1 | 3 | 3 | -4
48 | Cc1ccc(NC(=O)CN2C(=O)C(=O)N(C3CCCC3)C2=O)c(Cl)c1 | -7 | · | -1 | -10 | · | 1 | -6 | -3 | -6
49 | Cc1ccc(S(=O)(=O)N2CCC(=O)N(C(COCc3cccc(C)c3)Cc3ccccc3)CC2)cc1 (stereo unspecified) | 6 | 1.4 | 2 | 8 | 1 | 4 | 3 | 13 | 2
50 | O=C(CCCn1ncn2c(cc3occc32)c1=O)N1CCc2ccccc2C1 | 5 | -1.3 | 4 | -1 | -2 | 1 | 8 | -3 | 1
51 | CCOC(=O)c1ccc(NC(=O)CC2Sc3ncnn3C2=O)cc1 (stereo unspecified) | 9 | 4.4 | -1 | 2 | 1 | -5 | 10 | -2 | 0
52 | O=C(COc1ccccc1)Nc1ccc(Cl)c(-c2nc3ncccc3o2)c1 | -2 | · | 4 | -7 | 1 | 16 | -1 | -4 | 0

Some of the compounds tested (hit frequency here may not be typical).
